# GPT2 inhibitor: blocks human glutamate pyruvate transaminase 2; Recombinant GPT2, coupled pyruvate oxidase/HRP Amplex Red fluorescence; Q8TD30; AID 1671188; 100,000 tested, 0.25% active; Potency, µM (titrated, usually from 57.7 µM), inactives show at the top dose activity change, negative = inhibition, actives largely listed as inhibitors; note: potency is the fitted concentration of half-maximal effect; nearly all actives have a fitted effect of over 60% in size; many of its hits are not listed in these tables
# Target sequence (Q8TD30 whole entry, looked up): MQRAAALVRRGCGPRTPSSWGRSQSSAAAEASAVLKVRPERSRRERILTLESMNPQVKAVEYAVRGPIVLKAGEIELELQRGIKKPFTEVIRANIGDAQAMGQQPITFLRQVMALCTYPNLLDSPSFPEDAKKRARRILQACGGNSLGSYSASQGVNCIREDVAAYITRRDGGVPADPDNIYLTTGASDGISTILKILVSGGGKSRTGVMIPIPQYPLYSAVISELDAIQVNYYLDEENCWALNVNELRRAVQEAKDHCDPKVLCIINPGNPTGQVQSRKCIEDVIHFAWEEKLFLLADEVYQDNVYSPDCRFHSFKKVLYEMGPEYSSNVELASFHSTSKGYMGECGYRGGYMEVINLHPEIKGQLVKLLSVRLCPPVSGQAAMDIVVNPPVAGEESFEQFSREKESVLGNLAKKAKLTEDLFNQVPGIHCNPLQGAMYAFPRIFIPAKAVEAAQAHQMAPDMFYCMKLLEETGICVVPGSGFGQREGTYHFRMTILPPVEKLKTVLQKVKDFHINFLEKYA
#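 Fluorescence of coupled pyruvate oxidase/HRP/Amplex Red system (50uM Amplex, 30 min, dark) reports pyruvate formed by GPT2. Enzyme reaction: 10ng/uL GPT2, 2mM L-alanine, 250uM a-KG, 30 min room temperature, pH 7.5; 50uM AOA control.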
# IP6K1 inhibitor: IP6K1 kinase inhibition; Q92551; IP6K1 kinase, ADP-Glo luminescence, 2 h; stronger effect = lower value; activity change, % (series mostly up to about 58 µM); 140,000 tested, 0.81% active; in the data active = activity change below about -25%
#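 ADP-Glo luminescence measures ADP made by human IP6K1 during a 2 h RT reaction with ATP/IP6 (mix at 1.3 mM/130 uM); top library doses 57.5 and 19.1 uM final.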
# HEK293 tox: cytotoxic compounds in HEK 293 cells; HEK 293 viability, ATP luminescence (CellTiter-Glo), 48-72 h; Potency, µM (highest dose often 115 µM), for inactives: at the highest dose activity change, negative = cytotoxicity, most hits filed as inhibitors; 94,000 tested, 6.6% active; note: potency is the fitted concentration of half-maximal effect; nearly all actives have a fitted effect of over 60% in size
#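 CellTiter-Glo luminescence (cellular ATP) was read after 48 or 72 hr of compound exposure at 37 degree Celsius. Cells were HEK 293 plated at 250 cells/well.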
# NIH3T3 tox: cytotoxic compounds in NIH 3T3 cells; NIH 3T3 viability, CellTiter-Glo ATP luminescence, 48-72 h; Potency, µM (titrated, usually from 96.7 µM), without a hit: top-dose activity change, negative = cytotoxicity, most hits filed as inhibitors; 94,000 tested, 4.3% active; AID 1345082; note: potency is the fitted concentration of half-maximal effect; nearly all actives have a fitted effect of over 55% in size
#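 First NIH 3T3 cells are plated at 400 cells/well; next compound is pinned in; then plates incubate 48 or 72 hr at 37 °C; finally CellTiter-Glo is added and luminescence read after 10 min.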
# HEK293 viab: reduces viability of HEK-293 SNCA reporter cells; AID 1671193; 150,000 tested, 0.12% active; HEK-293-SNCA-luc viability, GF-AFC fluorescence, 24 h; Potency, µM (highest dose often 57.1 µM), for the others: top-dose activity change, negative = cytotoxicity, most hits filed as cytotoxic;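 note: potency is the fitted concentration of half-maximal effect; 0% = DMSO-treated cells and -100% = medium-only wells without cells; nearly all actives have a fitted effect of over 30% in size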
#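 Cytotoxicity counterscreen: after 24 h compound treatment of genome-edited SNCA-luciferase HEK-293 cells, live-cell protease substrate GF-AFC read by fluorescence after 30 min; activity scaled between DMSO (0%) and medium-only (-100%), curves Hill-fitted.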
# Luciferase inh: Photinus pyralis luciferase inhibition | AID 1347043 | 76,000 tested, 2.5% active | Potency, µM (titrated, usually from 115 µM), for the others: at the highest dose activity change, negative = inhibition, hits mostly inhibitors | purified P. pyralis luciferase, luminescence, biochemical | P08659; note: potency is the fitted concentration of half-maximal effect; nearly all actives have a fitted effect of over 65% in size
# Target sequence (P08659 whole entry, looked up): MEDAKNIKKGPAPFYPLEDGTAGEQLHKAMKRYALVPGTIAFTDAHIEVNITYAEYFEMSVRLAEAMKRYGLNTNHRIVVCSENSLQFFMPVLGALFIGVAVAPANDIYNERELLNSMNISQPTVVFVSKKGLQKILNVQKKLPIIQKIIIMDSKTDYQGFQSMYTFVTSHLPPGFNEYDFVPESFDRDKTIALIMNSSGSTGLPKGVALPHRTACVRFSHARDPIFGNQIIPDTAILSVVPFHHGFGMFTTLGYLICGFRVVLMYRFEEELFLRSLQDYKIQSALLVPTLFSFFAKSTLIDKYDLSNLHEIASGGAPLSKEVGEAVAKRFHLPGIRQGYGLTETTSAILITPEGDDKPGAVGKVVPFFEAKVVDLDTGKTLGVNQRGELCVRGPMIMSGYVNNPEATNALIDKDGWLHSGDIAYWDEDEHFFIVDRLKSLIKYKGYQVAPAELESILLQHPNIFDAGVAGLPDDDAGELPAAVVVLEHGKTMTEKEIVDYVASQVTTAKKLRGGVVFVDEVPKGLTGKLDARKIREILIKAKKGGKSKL
#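 Purified P. pyralis luciferase (10nM final) in 50mM Tris acetate pH 7.5, 10mM Mg acetate, 0.01% Tween-20, 0.05% BSA with 10uM D-luciferin and 10uM ATP. Compounds titrated qHTS. Luminescence imaged on CCD.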
# SNCA expr inh: inhibitors of alpha-synuclein (SNCA) gene expression | 140,000 tested, 0.17% active | HEK-293 SNCA-luciferase knock-in, luminescence, 24 h | Potency, µM (doses to about 57.2 µM), inactives show at the top dose activity change, negative = inhibition, most hits filed as inhibitors;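 note: potency is the fitted concentration of half-maximal effect; plate controls were DMSO cells for no effect and cell-free wells for full effect; nearly all actives have a fitted effect of over 45% in size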
# An asterisk follows results filed as active; i = inactive; ? = inconclusive; · = no result given; [ ] = another dose, or the depositor's remark. Unless noted, calls come from the whole dose curve; as a rule, active = well fitted curve in the direction sought with a large enough effect; inconclusive = small, poorly fitted or top-dose-only effect, or another doubt; inactive = no such curve, though single readings can be large; an effect the other way counts as inactive or inconclusive. Unless noted, % is set by controls: 0 for no effect and ±100 for the full control effect. Only part of the results is shown (hit frequency here may not be typical).
# Short forms – A = GPT2 inhibitor; B = IP6K1 inhibitor; C = HEK293 tox; D = NIH3T3 tox; E = HEK293 viab; F = Luciferase inh; G = SNCA expr inh
> COc1ccc(-n2nc3c(c2NC(=O)C(=O)N2CCN(C)CC2)CSC3)cc1
  A = · | B = -20 | C = · | D = · | E = -2% | F = · | G = 7%
> O=C(NC1CCCCC1)c1cc2n(n1)CC(c1ccc3c(c1)OCO3)OC2 (stereo not drawn)
  A = i | B = 27 | C = ? | D = -28% | E = 2% | F = 5% | G = -12%
> COc1ccc(-c2cc(C(F)(F)F)nc(SCC(=O)N3CCCCC3C)n2)cc1OC (stereo not drawn)
  A = · | B = -3 | C = · | D = · | E = 7% | F = · | G = 38%[activator]
> COCC(=O)N1CCC2(CC1)CCN(Cc1cccs1)c1ccccc1O2
  A = i | B = 9 | C = ? | D = ? | E = -7% | F = -5% | G = 3%
> COc1ccc(C(=O)Nc2ccc(-c3nnc4n3CCCC4)cc2)cn1
  A = -3% | B = -6 | C = -12% | D = -4% | E = 9% | F = -5% | G = 17%
> COc1ccc(NC(=O)Cn2nnc(C(=O)NCc3ccco3)c2N)c(OC)c1
  A = · | B = -6 | C = · | D = · | E = 4% | F = · | G = ?
> O=C1CCN(S(=O)(=O)c2ccccc2)CCCN(C(=O)CN2CCCCCC2)CCN1
  A = 3% | B = 6 | C = -3% | D = -16% | E = -1% | F = -7% | G = 8%
> CCC(=O)N1CCc2cc(Br)cc(S(=O)(=O)CCC(=O)Nc3ccc(C)c(F)c3)c21
  A = · | B = -17 | C = · | D = · | E = -5% | F = · | G = -2%
> O=C(NCc1ccc(Cl)cc1)c1ccc2nnc(C3CC3)n2c1
  A = i | B = -6 | C = ? | D = ? | E = -13%[87.6 µM] | F = · | G = 21%[87.6 µM]
> Cc1cc(C)cc(NC(=O)c2sc3nc4n(c(=O)c3c2C)N=C(c2ccc(F)cc2)CS4)c1
  A = · | B = 31 | C = · | D = · | E = -3% | F = · | G = 29%
> CCCNS(=O)(=O)c1ccc2nc(NC(=O)c3ccc(F)cc3)sc2c1
  A = · | B = -12 | C = · | D = · | E = -10% | F = · | G = 37%[activator]
> COc1cccc(CNC(=O)C2Cn3cccc3C(=O)N2C)c1 (stereo not drawn)
  A = -23% | B = 1 | C = i | D = -19% | E = -4% | F = -4% | G = 3%
> COc1ccc(OC)c(CNc2ncc(-c3ccc(Cl)cc3)n2C)c1
  A = · | B = -8 | C = · | D = · | E = ? | F = · | G = 42%[activator]
> O=C(CNC(=O)c1cccc(-c2ccc(C(F)(F)F)cc2)c1)NCC(F)(F)F
  A = 2% | B = -2 | C = ? | D = -22% | E = 0%[12.5 µM] | F = · | G = -5%
> CC1=C(C(=O)OC(C)(C)C)C(c2ccccc2F)N2C(CC(=O)N3CCCC3)=CSC2=N1 (stereo not drawn)
  A = i | B = 12 | C = ? | D = -22% | E = -13% | F = -4% | G = 14%
> COc1ccc(-n2c(=O)c3sc4ccccc4c3n(CC(=O)Nc3ccccc3F)c2=O)cc1
  A = · | B = 15 | C = · | D = · | E = ? | F = · | G = 2%
> O=C1NCCCN1C1CCN(Cc2ccccc2OC(F)(F)F)CC1
  A = i | B = 29 | C = -15%[172 µM] | D = -25%[138 µM] | E = -4%[87.6 µM] | F = 0%[172 µM] | G = 2%[87.6 µM]
> COc1cccc(N2CCN(C(=O)C3CCN(S(=O)(=O)c4c(C)noc4C)CC3)CC2)c1
  A = · | B = 10 | C = · | D = · | E = 10% | F = · | G = 18%
> COc1ccc(C(=O)N2C[C@@H](CO)[C@H](c3ccncc3)C2)c(OC)c1
  A = 1% | B = -6 | C = 5% | D = -6% | E = 5% | F = -8% | G = -14%
> Cc1cc(-n2nc3ccc(Cl)cc3n2)c(O)c(C(C)(C)C)c1
  A = -5% | B = 36 | C = · | D = · | E = -31%[23.9 µM] | F = · | G = 8%[25.6 µM]
> COc1ccccc1NC(=O)Nc1cccc(-c2ccc(N3CCCCC3)nn2)c1
  A = -6% | B = -12 | C = ? | D = ? | E = 0% | F = 0.71µM* | G = -51%
> O=C(c1ccccc1)N1CCC12Cc1ccccc1NC2=O (stereo not drawn)
  A = i | B = -7 | C = i | D = i | E = 3%[87.6 µM] | F = 3%[172 µM] | G = -23%[87.6 µM]
> CC(C)CNC(=O)NCC(=O)N1CCCCCNC(=O)CC1c1ccccc1 (stereo not drawn)
  A = 1% | B = -3 | C = -1% | D = -6% | E = ? | F = -13% | G = 14%
> Cc1ccccc1C(=O)N1CCC(c2nn(-c3ccccn3)c(=O)[nH]2)CC1
  A = i | B = 15 | C = -10% | D = -15% | E = -12% | F = · | G = -3%
> N#Cc1ccc(C(=O)N2CCC(Cc3nc(-c4ccccc4)n[nH]3)C2)cc1 (stereo not drawn)
  A = i | B = -2 | C = -1% | D = ? | E = -2% | F = -1% | G = -18%
> CCOCCNC(=O)C1CCCN(Cc2cccc(-c3ccccc3OC)c2)C1 (stereo not drawn)
  A = i | B = 0 | C = 40µM* | D = ? | E = -8% | F = · | G = -2%
> COC(=O)c1ccc(Nc2nnc(-c3ccc(C)c(S(=O)(=O)N4CCN(C)CC4)c3)c3ccccc23)cc1
  A = · | B = -11 | C = · | D = · | E = -19% | F = · | G = 30%[activator]
> Cc1ccccc1NC(=O)Cn1c(-c2ccc(Cl)cc2)nc(C)c(CCO)c1=O
  A = i | B = -8 | C = -20% | D = -13% | E = 5% | F = 1% | G = -4%
> O=C(c1c[nH]c(=O)cn1)N1C[C@H](CO)C[C@H](CN2CCOCC2)C1
  A = 2% | B = 0 | C = 1% | D = i | E = -6% | F = -8% | G = ?
> Cc1ccc(-c2ccc(N)nc2)c2cccnc12
  A = i | B = 7 | C = -28% | D = ? | E = -13% | F = -13% | G = -19%
> CCOc1ccc(S(=O)(=O)N2CCN(c3ccc(Cl)c(Cl)c3)CC2)c2ccccc12
  A = · | B = 2 | C = · | D = · | E = 1% | F = · | G = 17%
> CC(C)Cc1nc(NC(=O)C[C@H]2NC(=O)c3ccccc3NC2=O)n[nH]1
  A = i | B = 6 | C = i | D = 0% | E = 1% | F = 11% | G = 26%
> CCc1cc(C(=O)N2CCC(c3nnc(Cn4cncn4)n3C)CC2)no1
  A = i[11.5 µM] | B = -7 | C = i | D = 1% | E = 7% | F = 9% | G = 8%
> CCn1c(=O)cc(SCC(=O)NCCc2cccc(C)c2)c2ccccc21
  A = · | B = -12 | C = · | D = · | E = 4% | F = · | G = 9%
> CCN(CC)S(=O)(=O)c1ccc2c(c1)c(=O)c(C(=O)N1CCN(c3cc(Cl)ccc3C)CC1)cn2C
  A = · | B = -6 | C = · | D = · | E = -3% | F = · | G = -18%
> Cc1nncn1C1CCN(S(=O)(=O)c2ccccc2F)CC1
  A = i | B = 6 | C = -3% | D = -5% | E = -7% | F = -3% | G = -1%
> O=C1NCc2ccccc2CC12CCN(Cc1cc(O)cc(O)c1)C2 (stereo not drawn)
  A = i | B = 4 | C = 4% | D = i | E = 9% | F = · | G = -6%
> O=C(Cn1ccn2nc(-c3ccccc3)c(CO)c2c1=O)Nc1cc(Cl)cc(Cl)c1
  A = 2% | B = 13 | C = 50µM* | D = -24% | E = 7% | F = 4% | G = -18%
> Cc1ccc(CNC(=O)Cn2c(C)ccc(NS(=O)(=O)c3ccccc3)c2=O)cc1
  A = ? | B = 5 | C = -16% | D = -2% | E = 8% | F = 3% | G = -17%
> CC(C)=CCC1(CO)CCCN(Cc2cc(=O)n3cc(C)sc3n2)C1 (stereo not drawn)
  A = 2% | B = -7 | C = 3% | D = 0% | E = -6% | F = 7% | G = -3%
> COCCNC(=O)[C@@H]1C[C@@H](O)CN1C1CCN(C(=O)c2nn(C)c3ccccc23)CC1
  A = 3% | B = 1 | C = -1% | D = -7% | E = 2% | F = -1% | G = -9%
> CC(=O)N[C@@H]1Cc2ccccc2[C@H]1NC(=O)CN1C(=O)CNC1=O
  A = -4% | B = 0 | C = i | D = -10% | E = 7% | F = -10% | G = 1%
> CN(C)S(=O)(=O)N1CCC(C(=O)Nc2ccc(Oc3cccnc3)cc2)CC1
  A = -2% | B = 14 | C = ? | D = ? | E = -5% | F = 5% | G = -25%
> Fc1cccc(Cl)c1CNCCSc1nnnn1-c1ccccc1
  A = · | B = 9 | C = · | D = · | E = 3% | F = · | G = 49%[activator]
> CS(=O)(=O)N1CCC(C2CCN(C(=O)Cc3cccnc3)C2)CC1 (stereo not drawn)
  A = -6% | B = 8 | C = 2% | D = -9% | E = 13%[12.5 µM] | F = -6% | G = -29%
> O=C(Nc1ccc(Cl)cc1Cl)c1cc(S(=O)(=O)N2CCC3(CC2)OCCO3)ccc1F
  A = · | B = 34 | C = · | D = · | E = -5% | F = · | G = 5%
> CCOC(=O)c1cc(-c2ccc(C)cc2)n(CCC(=O)Nc2nc3c(C)cccc3s2)c1C
  A = · | B = 5 | C = · | D = · | E = -11% | F = · | G = 14µM*
> COc1ccc(C(=O)NC2CCN(c3cc(C(F)(F)F)ncn3)CC2)cc1
  A = 2% | B = -7 | C = -7% | D = ? | E = ? | F = 5% | G = 24%

# An excerpt from above in order of count of non-hydrogen atoms, high to low:
# Short forms – A = GPT2 inhibitor; B = IP6K1 inhibitor; C = HEK293 tox; D = NIH3T3 tox; E = HEK293 viab; F = Luciferase inh; G = SNCA expr inh
> COC(=O)c1ccc(Nc2nnc(-c3ccc(C)c(S(=O)(=O)N4CCN(C)CC4)c3)c3ccccc23)cc1
  A = · | B = -11 | C = · | D = · | E = -19% | F = · | G = 30%[activator]
> CCN(CC)S(=O)(=O)c1ccc2c(c1)c(=O)c(C(=O)N1CCN(c3cc(Cl)ccc3C)CC1)cn2C
  A = · | B = -6 | C = · | D = · | E = -3% | F = · | G = -18%
> CCOC(=O)c1cc(-c2ccc(C)cc2)n(CCC(=O)Nc2nc3c(C)cccc3s2)c1C
  A = · | B = 5 | C = · | D = · | E = -11% | F = · | G = 14µM*
> COCCNC(=O)[C@@H]1C[C@@H](O)CN1C1CCN(C(=O)c2nn(C)c3ccccc23)CC1
  A = 3% | B = 1 | C = -1% | D = -7% | E = 2% | F = -1% | G = -9%
> CCOCCNC(=O)C1CCCN(Cc2cccc(-c3ccccc3OC)c2)C1 (stereo not drawn)
  A = i | B = 0 | C = 40µM* | D = ? | E = -8% | F = · | G = -2%
> CCc1cc(C(=O)N2CCC(c3nnc(Cn4cncn4)n3C)CC2)no1
  A = i[11.5 µM] | B = -7 | C = i | D = 1% | E = 7% | F = 9% | G = 8%
> O=C1NCc2ccccc2CC12CCN(Cc1cc(O)cc(O)c1)C2 (stereo not drawn)
  A = i | B = 4 | C = 4% | D = i | E = 9% | F = · | G = -6%
> CC(=O)N[C@@H]1Cc2ccccc2[C@H]1NC(=O)CN1C(=O)CNC1=O
  A = -4% | B = 0 | C = i | D = -10% | E = 7% | F = -10% | G = 1%

# Source: PubChem BioAssay
